# HTT aggregate = qHTS Multiplex Assay to Identify Dual Action Probes in a Cell Model of Huntington: Aggregate Formation (GFP); PC12 HttQ103-GFP aggregates, Acumen cytometry, 40 h; Potency, µM (titrated, usually from 46.1 µM), for the others: top-dose activity change, negative = inhibition, most hits filed as inhibitors; 220,000 tested, 1.1% active; AID 1688, 2009; also: potency is read from the fitted curve at half-maximal effect; % is scaled to controls: 0 for no effect and ±100 for the full control effect; nearly all actives have a fitted effect of over 60% in size
#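 Using laser scanning cytometry, GFP-positive aggregates were counted after lysis of PC12 cells induced with 100 nM tebufenozide to express HTT exon 1 Q103–GFP. Compounds were tested in titration.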
# HTT ATP protect = qHTS Multiplex Assay to Identify Dual Action Probes in a Cell Model of Huntington: Cytoprotection (ATP) | PC12 HTT-Q103 induced, cytoprotection, ATP luminescence, 40 h | Potency, µM (highest dose often 56.4 µM), inactives show cytoprotection (ATP increase), most hits filed as activators | 230,000 tested, 0.14% active;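 also: potency is read from the fitted curve at half-maximal effect; % of control where 0% means no effect; nearly all actives have a fitted effect of over 45% in size; toxic huntingtin expression switched on by the ecdysone agonist tebufenozide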
#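 Huntington model: PC12 line, ecdysone-inducible HTTQ103 exon1–GFP, tebufenozide 100 nM. Test articles in a dose series. Endpoint luminescence from cellular ATP.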
# SMN2 splice enh = qHTS Assay for Enhancers of SMN2 Splice Variant Expression; Potency, µM (top dose mostly 46.1 µM), for the others: top-dose activity change, positive = activation, usual class: activators; HEK293 SMN2-luciferase splicing reporter, luminescence, 30-36 h; 210,000 tested, 2.8% active; AID 1458, 2008; also: potency is read from the fitted curve at half-maximal effect; % of control where 0% means no effect; nearly all actives have a fitted effect of over 55% in size
#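 HEK293 cells carry an SMN2 minigene-luciferase reporter in which exon 7 inclusion puts luciferase in frame. Cells were seeded at 2000 cells/well, attached for 10-12 hours, then exposed to compounds for 30-36 hours at 37C before ONE-Glo luminescence.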
# CBFb-RUNX1 inh = qHTS Assay for Compounds Blocking the Interaction Between CBF-beta and RUNX1 for the Treatment of Acute Myeloid Leukemia | Runt-related transcription factor 1 (Homo sapiens) + Core-binding factor subunit beta … | AlphaScreen CBFb-His/RUNX1-biotin binding, biochemical | Potency, µM (series often up to 59.8 µM), for inactives: top-dose activity, negative = inhibition, actives largely listed as inhibitors | 230,000 tested, under 10 active; also: % of control where 0% means no effect
# Target sequence (Q01196 whole entry, looked up): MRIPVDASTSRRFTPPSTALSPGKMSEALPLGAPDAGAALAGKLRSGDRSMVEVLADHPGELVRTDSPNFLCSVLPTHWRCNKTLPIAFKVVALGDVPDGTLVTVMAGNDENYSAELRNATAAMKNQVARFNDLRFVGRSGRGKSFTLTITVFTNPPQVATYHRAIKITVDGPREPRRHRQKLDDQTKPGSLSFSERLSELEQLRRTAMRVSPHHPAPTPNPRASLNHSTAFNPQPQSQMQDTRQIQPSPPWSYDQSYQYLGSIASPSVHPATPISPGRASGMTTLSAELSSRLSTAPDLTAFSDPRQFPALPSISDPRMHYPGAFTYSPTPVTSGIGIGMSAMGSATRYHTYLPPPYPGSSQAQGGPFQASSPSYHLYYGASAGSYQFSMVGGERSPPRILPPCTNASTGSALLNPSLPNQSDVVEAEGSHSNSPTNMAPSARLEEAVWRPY
# Target sequence (Q13951 whole entry, looked up): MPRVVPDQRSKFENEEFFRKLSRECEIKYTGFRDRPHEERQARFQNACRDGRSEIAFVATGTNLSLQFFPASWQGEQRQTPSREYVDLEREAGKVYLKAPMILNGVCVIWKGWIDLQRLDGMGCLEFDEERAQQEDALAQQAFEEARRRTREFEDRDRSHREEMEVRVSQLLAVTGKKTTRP
#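 Compounds were screened at multiple concentrations against a preformed CBF-beta(His)/RUNX1(biotin) complex (30 nM of each) for 15 min at room temperature, followed by 90 min with nickel and streptavidin beads and AlphaScreen reading.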
# IMPase Li inh = qHTS Assay for Identifying the Cell-Membrane Permeable IMPase Inhibitors: Potentiation with Lithium; CHO-M1 cells, IP1 TR-FRET (IP-One), carbachol + lithium; Potency, µM (titrated, usually from 59.4 µM), inactives show at the highest dose activity, negative = IMPase inhibition, most hits filed as inhibitors; 210,000 tested, 0.35% active; AID 1457, 2008;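 also: IP1 builds up when IMPase is blocked and the TR-FRET signal falls; potency is read from the fitted curve at half-maximal effect; plate controls were basal vehicle for no effect and high inhibitor control for full effect; nearly all actives have a fitted effect of over 50% in size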
#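 Readout is a homogeneous TR-FRET IP1 immunoassay (Ex 320, Em 665 and 620), where raised cytosolic IP1 lowers signal. Cells were CHO-M1 treated 30 min at 37C with test compounds plus a little lithium; AC50 values came from Hill-equation fitting.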
# Lamin A splicing = qHTS Assay for Modulators of Lamin A Splicing. AID 1487, 2009. Potency, µM (top dose mostly 46.1 µM), for the others: top-dose ratio change, negative = inhibition, most hits filed as inhibitors. 200,000 tested, 0.01% active. HeLa LMNA splicing GFP/RFP minigene ratio, 48 h; active = well fitted inhibition curve with a large enough effect in the signal ratio, with a control signal flat, not every such curve was filed as active; inconclusive = small, poorly fitted or top-dose-only effect, or effect the other way, or a change in a side signal; the % refers to the signal ratio; also: potency is read from the fitted curve at half-maximal effect; % is scaled to controls: 0 for no effect and ±100 for the full control effect
#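 Read-out is the ratio of GFP to DsRed2 object intensity, acquired by 488 nm laser-scanning cytometry on HeLa lamin A-EGFP minigene reporter cells. Compound incubation 48 hrs at 37 °C in Opti-MEM with 2% FBS; DMSO 0.5% final.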
# Luc counter = Counterscreen for Luciferase (Kinase-Glo TM) Inhibition | Kinase-Glo luciferase, ATP luminescence, 8 min | 200,000 tested, 0.28% active | Luciferin 4-monooxygenase (Photuris pensylvanica), Q27757 | AID 1379, 2008 | Potency, µM (titrated, usually from 38.3 µM), for the others: at the highest dose activity change, negative = inhibition, most hits filed as inhibitors; also: potency is read from the fitted curve at half-maximal effect; % is scaled to controls: 0 for no effect and ±100 for the full control effect; nearly all actives have a fitted effect of over 60% in size
#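 Recombinant Kinase-Glo luciferase, 10 uM ATP (linear range), luciferin; imidazole pH 7.2 / KCl / MgCl2 / Tween / BSA buffer; 8 min RT; luminescence.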
# The depositor's hits bear a star; ? = inconclusive; nt = no result given; [ ] = remark or other dose. Unless noted, calls follow the shape of the dose curve; as a rule, active = well fitted curve in the direction sought with a large enough effect; inconclusive = small, poorly fitted or top-dose-only effect, or another doubt; inactive = no such curve, though single readings can be large; an effect the other way counts as inactive or inconclusive.
1: CCOCCOCN(C#N)c1nc(OC)nc(N(C)C)n1
2: CC(/C=N/Nc1nc(C)cc(C)n1)=C\c1ccc(C(C)C)cc1
3: Cc1cc(-c2c(C)n([O-])c(C)c(C)[n+]2=O)ccc1F
4: Cc1ccsc1/C=N/n1c(C2CCCCC2)n[nH]c1=S
5: Cc1ccc(Oc2ccc(NC(=O)Cn3ccsc3=N)cc2)cc1
6: O=C(CSc1cc(Cl)ccc1Cl)NCC(=O)Nc1ccc(F)c(F)c1F
7: CCOc1ccc(-n2cc(C(=O)Nc3ccc(Cl)cn3)c3cc(OC)c(OC)cc3c2=O)cc1
8: c1ccc(SCc2nc(-c3ccncc3)n[nH]2)nc1
9: CCOC(=O)c1cc(NC(=O)c2ccco2)ccc1N1CCOCC1
10: COc1ccc(C(=O)COC(=O)CNC(=O)C2CCCCC2)c(OC)c1
Assay by compound	1	2	3	4	5	6	7	8	9	10
HTT aggregate	?	1%	-7%	6%	-31%	-1%	?	-10%	-4%[9.22 µM]	2%[9.22 µM]
CBFb-RUNX1 inh	6%	1%	2%	8%	1%	2%	-1%	-5%	1%	-14%
SMN2 splice enh	15%	-6%	-9%	-2%	8%	6%	5%	-9%	nt	-19%
HTT ATP protect	6%[10 µM]	nt	-3%	-7%[10 µM]	-28%	-6%[1.9 µM]	10%[10 µM]	-71%[inhibitor]	-1%[10 µM]	10%
IMPase Li inh	21%[38.3 µM]	1%	0%[38.3 µM]	4%	30%[38.3 µM]	0%	7%[38.3 µM]	0%	7%	8%[38.3 µM]
Lamin A splicing	7%	?	0%	-4%	-4%	?	-3%	1%[46 µM]	?	17%
Luc counter	3%	-4%	1%	0%	-6%	-2%	-4%	2%	0%	3%

11: Cc1ccc(C2C(=O)N(C3CCCC3)CC(=O)N2CC2COc3ccccc3O2)cc1 (stereo not given)
12: CCCCNC(=O)OC1CCS(=O)(=O)C1 (stereo not given)
13: O=C(NC1CCCCCC1)C1c2ccccc2C(=O)N1CCCN1CCOCC1 (stereo not given)
14: Cc1ccc(C)n1-c1ccc(-n2cnnn2)cc1
15: CC1(C)CC(=O)c2cnc(NCc3ccco3)nc2C1
16: CCCn1c(SCC(=O)OCC)nc(C(F)(F)F)cc1=O
17: Cc1[nH]nc2c1C(C(C)c1ccccc1)C(C#N)=C(N)O2 (stereo not given)
18: Oc1ccc2ccccc2c1C=Nc1ccccc1-c1nc2ccccc2[nH]1
19: COCC(C)NCc1ccc(OC)c(Br)c1 (stereo not given)
20: CC(NC(=O)c1ccco1)C(c1cccs1)N1CCN(c2ccc(F)cc2)CC1 (stereo not given)
Assay by compound	11	12	13	14	15	16	17	18	19	20
HTT aggregate	2%	-4%	12%	?	-7%	-7%	?	-35%	-3%	?
CBFb-RUNX1 inh	2%	3%	3%	-14%	5%	-12%	1%	2%	-24%	-2%
SMN2 splice enh	-11%	-14%	-9%	-3%	2%	-16%	-14%	?	0%	-33%[inhibitor]
HTT ATP protect	-17%	0%	-26%	11%	10%[10 µM]	36%[10 µM]	5%	-11%	-22%	-31%
IMPase Li inh	-3%[38.3 µM]	-9%[38.3 µM]	6%[38.3 µM]	4%[38.3 µM]	2%[38.3 µM]	0%	3%	15%[38.3 µM]	-6%	29%[38.3 µM]
Lamin A splicing	11%	4%	-5%	?	-7%	?	nt	?	19%[46 µM]	?
Luc counter	-4%	1%	2%	2%	4%	0%	0%	-3%	1%	3%

21: CCCC(=O)O[C@H]1C[C@@H](C)N(C(=O)c2ccccc2)c2ccc(C)cc21
22: Cc1c(Cl)cccc1NC(=S)NCC1COc2ccccc2O1 (stereo not given)
23: O=[N+]([O-])c1c(Nc2ccc(O)cc2)cc(N2CCOCC2)c2nonc12
24: CN(Cc1ccccc1)C(=O)CCc1ccccc1
25: Cc1ccc(NC(=S)NCc2ccccc2)cc1[N+](=O)[O-]
26: Cc1ccc(C)c(NC(=S)N(C)C)c1
27: O=C(Oc1cc(Cl)cc(Cl)c1)c1cnc2n(c1=O)CCS2
28: CCc1ccccc1NC1=NCC(=O)N1C1CCCC1
Assay by compound	21	22	23	24	25	26	27	28
HTT aggregate	-14%	?	-15%	1%	-2%	-1%[9.22 µM]	-5%[9.22 µM]	17%[9.22 µM]
CBFb-RUNX1 inh	7%	4%	3%	2%	-4%	3%	8%	1%
SMN2 splice enh	4%	2%	-23%	-16%	-31%[inhibitor]	nt	nt	4%
HTT ATP protect	-20%	-7%	-65%[inhibitor][10 µM]	6%[10 µM]	20%[10 µM]	9%[10 µM]	9%[10 µM]	6%[10 µM]
IMPase Li inh	33%[activator][38.3 µM]	14%	3%	2%	5%	nt	nt	11%
Lamin A splicing	?	?	-8%	2%	-13%	nt	nt	9%[46 µM]
Luc counter	-3%	-1%	-2%	2%	3%	nt	nt	2%

# Down the list, from the results shown:
# Compounds 21–28 in HTT aggregate read -14%, ?, -15%, 1%, -2%, -1%[9.22 µM], -5%[9.22 µM], 17%[9.22 µM]
# Compounds 21–28 in IMPase Li inh read 33%[activator][38.3 µM], 14%, 3%, 2%, 5%, nt, nt, 11%
# Compounds 21–28 in CBFb-RUNX1 inh read 7%, 4%, 3%, 2%, -4%, 3%, 8%, 1%

# 6 entries from above, bar-delimited:
item | smiles | HTT aggregate | CBFb-RUNX1 inh | SMN2 splice enh | HTT ATP protect | IMPase Li inh | Lamin A splicing | Luc counter
21 | CCCC(=O)O[C@H]1C[C@@H](C)N(C(=O)c2ccccc2)c2ccc(C)cc21 | -14% | 7% | 4% | -20% | 33%[activator][38.3 µM] | ? | -3%
22 | Cc1c(Cl)cccc1NC(=S)NCC1COc2ccccc2O1 (stereo not given) | ? | 4% | 2% | -7% | 14% | ? | -1%
23 | O=[N+]([O-])c1c(Nc2ccc(O)cc2)cc(N2CCOCC2)c2nonc12 | -15% | 3% | -23% | -65%[inhibitor][10 µM] | 3% | -8% | -2%
24 | CN(Cc1ccccc1)C(=O)CCc1ccccc1 | 1% | 2% | -16% | 6%[10 µM] | 2% | 2% | 2%
25 | Cc1ccc(NC(=S)NCc2ccccc2)cc1[N+](=O)[O-] | -2% | -4% | -31%[inhibitor] | 20%[10 µM] | 5% | -13% | 3%
26 | Cc1ccc(C)c(NC(=S)N(C)C)c1 | -1%[9.22 µM] | 3% | nt | 9%[10 µM] | nt | nt | nt

# Screens from PubChem.
